MC4R antag cAMP: blocks human MC4R cAMP signaling; inhibition, % at 6.5 µM; MC4R-expressing cells, MTII-stimulated cAMP, LANCE TR-FRET; 0.48% of 360,000 active; P32245;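 active = inhibition above its plate's cutoff, the mean of tested wells on that plate plus 3 SD, cut at about 29% in these data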;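 also: 0% = Melanotan II alone and 100% = Melanotan II plus saturating MCL0020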
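Test system: U2OS cells stably expressing human melanocortin 4 receptor (MC4R); also added: Melanotan II challenge; compound: 6.5 µM single dose; timing: 30-min compound preincubation, 1-h Melanotan II challenge, 1-h detection, room temperature; signal: Eu-cAMP/anti-cAMP TR-FRET, emission 671 nm; repeats: one well per compound, no replicates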
CaV13 FRET inh: Primary screen for inhibitors of IQ motif and Ca2+-dependent inactivation inhibitor domain binding in CACNA1D, Förster resonance energy transfer in living cells, … | HEK cells, CFP/YFP FRET ICDI-IQ, plate reader, 10 min; percent FRET-ratio fall versus neutral wells | inhibition, % at 12.3 µM | 0.098% of 340,000 active | AID 743397;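 active = mean replicate inhibition of at least 30% and at least 1% of replicates passing that level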;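 also: 0% = median of the neutral control wells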
Exocytosis inh: blocks lytic granule exocytosis | TALL-104 LAMP-1 surface exposure, flow cytometry; cells stimulated with thapsigargin and PMA | 0.66% of 360,000 active | inhibition, % at 10 µM;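 active = inhibition above about 55%, limit read from the data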
HTR2A ag: agonists of mouse serotonin 5-HT2A receptor (HTR2A); P35363; CHO-K1 mHTR2A beta-arrestin complementation, luminescence; percent of 30 µM serotonin response; activation, % at 7.6 µM; 0.66% of 360,000 active; AID 624169;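 active = activation above a run cutoff, the mean activation of all tested compounds plus 3 SD, cut at about 14% in these data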;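 also: 0% = plate median of compound wells and 100% = 30 µM serotonin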
H9c2 protect: modulators protecting cardiomyocytes from myocardial damage. 0.63% of 360,000 active. AID 588492. protection from H2O2 cell death, % at 20 µM. H9c2 cardiomyocytes, H2O2 injury protection, ATPLite, 2 h;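 active = compounds giving at least 50% protection of heart cells from peroxide-induced death in the single-dose screen, raw or plate-pattern-corrected value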;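 also: 0% = DMSO wells with peroxide and 100% = DMSO wells without peroxide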
ABHD5 PLIN5 PPI: blocks binding of human ABHD5 to perilipin-5; Split G. princeps luciferase complementation, luminescence, 4 h; 0.78% of 360,000 active; inhibition, % at 4 µM;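 active = inhibition above the mean inhibition across every tested compound plus 3 SD, cut at about 22% in these data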;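 also: 0% = DMSO only wells and the 100% control is not disclosed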
Target sequence (Q00G26 whole entry, looked up): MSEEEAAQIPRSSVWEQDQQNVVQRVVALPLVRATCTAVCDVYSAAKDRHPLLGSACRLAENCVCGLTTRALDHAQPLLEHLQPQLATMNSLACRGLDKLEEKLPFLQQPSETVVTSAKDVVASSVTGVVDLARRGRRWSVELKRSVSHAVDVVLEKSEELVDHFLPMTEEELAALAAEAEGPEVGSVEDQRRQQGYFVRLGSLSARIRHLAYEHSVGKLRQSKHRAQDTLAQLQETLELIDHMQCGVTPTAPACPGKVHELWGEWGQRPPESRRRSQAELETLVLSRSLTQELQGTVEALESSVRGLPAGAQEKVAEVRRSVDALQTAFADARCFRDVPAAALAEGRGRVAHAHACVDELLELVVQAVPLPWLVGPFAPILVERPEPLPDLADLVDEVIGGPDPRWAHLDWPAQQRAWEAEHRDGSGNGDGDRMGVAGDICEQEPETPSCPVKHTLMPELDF
Target sequence (Q8WTS1 whole entry, looked up): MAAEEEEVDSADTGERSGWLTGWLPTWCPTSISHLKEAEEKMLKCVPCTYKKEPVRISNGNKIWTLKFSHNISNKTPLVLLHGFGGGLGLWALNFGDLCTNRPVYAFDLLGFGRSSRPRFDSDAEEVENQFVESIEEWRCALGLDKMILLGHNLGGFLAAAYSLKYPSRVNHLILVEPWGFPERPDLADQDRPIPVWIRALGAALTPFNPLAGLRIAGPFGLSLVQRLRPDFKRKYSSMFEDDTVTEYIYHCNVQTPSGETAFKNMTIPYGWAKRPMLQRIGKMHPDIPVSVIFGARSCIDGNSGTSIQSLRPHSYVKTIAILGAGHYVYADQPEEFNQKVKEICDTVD
MC4R ag barr: agonists of human melanocortin 4 receptor (MC4R) beta-arrestin. P32245. U2OS MC4R beta-arrestin complementation, luminescence; percent of melanotan II response, DMSO zero. activation, % at 8.9 µM. 0.98% of 360,000 active. AID 540308;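 active = activation above a per-plate cutoff, the mean activation of sample wells on that plate plus 3 SD, cut at about 8% in these data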
ABCB6 inh 2: human ABCB6 transporter inhibition; Q9NP58; K562-ABCB6 porphyrin accumulation, flow cytometry, 1 h; stronger effect = lower value; fluorescence ratio to DMSO, % at 10 µM; 0.19% of 360,000 active;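 active = fluorescence ratio to DMSO below 75%, the collection mean minus 3 SD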;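 also: signal is porphyrin accumulated inside mitochondria; 100% equals median channel fluorescence of DMSO control wells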
PDI inh: PDI (human) enzyme inhibition | 0.052% of 350,000 active | P07237 | inhibition, % at 10 µM | PDI insulin aggregation turbidity, A650, 90 min;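 active = mean inhibition across replicates of 30% or more, whatever share of single replicates reach that level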;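 also: absorbance from insulin aggregation driven by PDI reduction with DTT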
N-glyco inh: blocks N-linked glycosylation in D54 reporter cells; D54 ERlucT glycosylation luciferase reporter, 24 h; percent of 100 nM tunicamycin response; reporter increase, % at 12.5 µM; 0.23% of 360,000 active;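 active = mean luciferase reporter signal, scaled so untreated is 0 and the glycosylation-blocking control 100, at or above a set limit in every replicate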;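 also: luciferase carries N-glycosylation sites so blocking glycosylation raises the light; 0% = median of neutral control wells and 100% = median of 100 nM tunicamycin wells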
* marks the source's active call; other numbers are inactive results; . = no result given.

#	canonical_smiles	ABHD5 PLIN5 PPI	HTR2A ag	PDI inh	MC4R ag barr	MC4R antag cAMP
1	Cc1ccc(C2CC(=O)C=C(O)C2)cc1 (centres undefined)	-8	-9	4	1.6	9
2	COCCn1c(SCC(=O)Nc2cccc(C)c2)nnc1C(C)C	5	2	1	-2.0	11
3	Cc1ccc(-c2nc3c(c(=O)[nH]c(=O)n3Cc3ccccc3)n2Cc2ccccc2)o1	9	-4	2	-2.4	9
4	N#CC(C#N)c1ccnc2ccccc12	1	-5	5	-1.6	-4
5	Cc1nn(C)c(C)c1S(=O)(=O)N(CC(=O)Nc1nccs1)c1ccc(C(C)C)cc1	1	-3	-11	-1.3	6
6	CC1(C)CC2(CC(c3ccc(F)cc3)c3ccc(O)cc3O2)NC(=S)N1 (centres undefined)	0	1	2	-2.2	1
7	COc1cc(C2CC(c3cccs3)=NN2C(=O)CCl)ccc1OC(F)F (centres undefined)	8	5	-3	22*	26
8	COc1ccc(S(=O)(=O)NCCc2ccccc2)cc1OC	-1	1	1	-0.6	-4
9	CCOC(=O)[C@@H]1[C@H]2COc3ccc(Br)cc3[C@@H]2N2C(=O)N(c3cccc(F)c3)C(=O)[C@]12C	-8	-2	-4	-0.6	-2
10	CC(=O)N1CCN(C(=O)C(Cc2c[nH]c3ccccc23)NC(=O)c2ccccc2Cl)CC1 (centres undefined)	-2	9	2	-2.5	-5
11	O=C(C1COc2ccccc2O1)N1CCCC1 (centres undefined)	1	-7	-2	-2.1	0
12	N#CCCn1cc(C(=O)Nc2ccc([N+](=O)[O-])cc2)c(-c2cc3ccccc3o2)n1	2	-2	19	1.4	-1
13	Cc1ccc(NC(=O)NC2=NN(c3ccccc3)C(=O)/C2=C2/CCCN2C)cc1	-3	0	-1	-2.2	1
14	N#Cc1ccsc1NC(=O)COC(=O)CCS(=O)(=O)c1ccccc1	3	2	-11	-0.8	9
15	CN(C(=O)COC(=O)c1cccnc1Nc1ccccc1F)C1CCS(=O)(=O)C1 (centres undefined)	4	6	-2	-2.2	3

#	H9c2 protect	N-glyco inh	CaV13 FRET inh	ABCB6 inh 2	Exocytosis inh
1	0	1	.	107	0
2	-1	1	-4	94	0
3	10	-1	-22	104	13
4	-4	-7	-9	86	2
5	14	-1	-5	94	-2
6	1	-2	-5	93	1
7	-4	1	-7	99	-2
8	-3	1	-3	99	-6
9	-2	-3	-6	94	1
10	1	1	-4	98	2
11	2	1	.	98	0
12	-14	-5	2	100	0
13	2	-4	-2	98	0
14	2	3	-5	98	1
15	3	0	-19	103	-3

Continued; it opens with the 3 that closed the last part.
#	canonical_smiles	ABHD5 PLIN5 PPI	HTR2A ag	PDI inh	MC4R ag barr	MC4R antag cAMP
13	Cc1ccc(NC(=O)NC2=NN(c3ccccc3)C(=O)/C2=C2/CCCN2C)cc1	-3	0	-1	-2.2	1
14	N#Cc1ccsc1NC(=O)COC(=O)CCS(=O)(=O)c1ccccc1	3	2	-11	-0.8	9
15	CN(C(=O)COC(=O)c1cccnc1Nc1ccccc1F)C1CCS(=O)(=O)C1 (centres undefined)	4	6	-2	-2.2	3
16	CN(C)c1ccc(NC(=O)c2ccc3c(c2)nnn3C)cc1	2	-2	8	0.6	-4
17	COc1ccccc1OCc1nnc(SCC(=O)Nc2nnc(C3CC3)s2)n1C	0	-5	-18	-1.2	0
18	O=C1Nc2ccccc2C1(O)C/C(=N/O)c1ccccc1 (centres undefined)	-1	4	2	0.2	23
19	CCC(C)NC(=O)C1(C)CCC(=O)N1Cc1ccccc1OC (centres undefined)	0	3	2	-1.5	7
20	O=C(Cn1cc2c(n1)CCCC2)N1CCc2ccccc21	-7	-2	.	-0.7	2
21	COc1ccc2nc(-c3ccc(N)cc3)[nH]c2c1	0	0	-2	-2.7	-8
22	CCOc1ccc(/C=C/C(=O)c2c(O)cc(C)oc2=O)cc1	-15	3	-8	1.0	8
23	O=C1C=C(c2cccc(Cl)c2O)C[C@@H](c2ccc(Cl)cc2)C1	-1	-4	-12	-0.2	4
24	Cc1cc(C)cc(C(=O)NC(CC(N)=O)c2ccc(NCCN3CCOCC3)c([N+](=O)[O-])c2)c1 (centres undefined)	6	-3	-5	0.9	2
25	O=C(CCN1C(=O)C2C3C=CC(C4CC34)C2C1=O)OCC(=O)c1ccccc1 (centres undefined)	0	2	0	-0.8	-5
26	O=c1[nH]nc(Cc2ccc(Cl)cc2Cl)c2ccccc12	1	-2	-3	2.6	4
27	CCN(Cc1ccccc1)C(=O)CSc1n[nH]c(N)n1	-6	1	7	-1.2	0
28	NC(=O)C1CCN(C2=C(Cl)C(=O)c3ccccc3C2=O)CC1	-44	1	2	-3.2	-17
29	COc1ccccc1CC(=O)Nc1ccc(S(=O)(=O)N2CCN(C)CC2)cc1	-12	-3	3	-2.1	7
30	CSc1ccccc1NC(=O)CN(C)C(=O)c1ccc(-n2cccn2)cc1	-2	1	6	-1.3	0

#	H9c2 protect	N-glyco inh	CaV13 FRET inh	ABCB6 inh 2	Exocytosis inh
13	2	-4	-2	98	0
14	2	3	-5	98	1
15	3	0	-19	103	-3
16	-11	0	-4	102	-2
17	-2	0	-4	89	-14
18	-5	1	-4	95	-4
19	-1	1	-3	100	36
20	-4	-3	-3	102	0
21	-16	-2	-5	78	-1
22	-18	-9	-3	100	-2
23	-8	2	-9	93	4
24	4	1	-5	98	-2
25	1	-2	-7	96	1
26	33	-6	-3	90	-2
27	4	0	-3	88	-11
28	-13	78*	-7	102	30
29	1	1	-6	104	18
30	5	0	-2	93	-4

In the list so far, these have an aryl thioether with sulfur outside any ring:
#	canonical_smiles	ABHD5 PLIN5 PPI	HTR2A ag	PDI inh	MC4R ag barr	MC4R antag cAMP
2	COCCn1c(SCC(=O)Nc2cccc(C)c2)nnc1C(C)C	5	2	1	-2.0	11
17	COc1ccccc1OCc1nnc(SCC(=O)Nc2nnc(C3CC3)s2)n1C	0	-5	-18	-1.2	0
27	CCN(Cc1ccccc1)C(=O)CSc1n[nH]c(N)n1	-6	1	7	-1.2	0
30	CSc1ccccc1NC(=O)CN(C)C(=O)c1ccc(-n2cccn2)cc1	-2	1	6	-1.3	0

#	H9c2 protect	N-glyco inh	CaV13 FRET inh	ABCB6 inh 2	Exocytosis inh
2	-1	1	-4	94	0
17	-2	0	-4	89	-14
27	4	0	-3	88	-11
30	5	0	-2	93	-4

(list continues)
#	canonical_smiles	ABHD5 PLIN5 PPI	HTR2A ag	PDI inh	MC4R ag barr	MC4R antag cAMP
31	O=C1CC(/C=C/c2ccccc2)(C(=O)NC2CCCC2)N1c1ccc(S(=O)(=O)N2CCCC2)cc1 (centres undefined)	-3	-2	-2	-2.4	8
32	COc1ccc(CN2CCCCCC2)c(C)c1C	2	-13	-6	-1.1	-3
33	CCOC(=O)/C(=C\C=C1/Sc2cc(OCC)c(OCC)cc2N1CC)C(C)=O	-3	2	4	-2.9	-7
34	O=C(/C=C/c1ccco1)NC(=S)Nc1ccc(N2CCCC2)cc1	3	-1	-9	-0.4	1
35	O=C(NCCN1CCCC1=O)C1CCC(=O)N(CCc2ccc(Cl)cc2)C1 (centres undefined)	0	-5	9	-0.5	3
36	Cc1ccc(N=C2NC(=O)/C(=C/C=C/c3ccco3)S2)cc1C	20	-1	14	-2.1	-5
37	CCOc1ccccc1OCCCCCc1c(C)n[nH]c1C	-14	2	22	3.5	9
38	O=C(C1CCCN(S(=O)(=O)c2ccccc2)C1)N1CCCc2ccccc21 (centres undefined)	3	-3	2	0.9	12
39	Cc1ccc(C)c(OCC(=O)N(Cc2ccccc2)c2c(N)n(Cc3ccccc3)c(=O)[nH]c2=O)c1	-12	-5	2	-1.0	3
40	O=C(CSc1ncnc2c1oc1ccccc12)Nc1nccs1	7	1	0	-0.9	1
41	Cc1ccc(Cn2c(SCC(=O)N/N=C/c3ccccc3OCC(=O)O)nc3ccccc32)cc1	8	2	12	-0.6	7
42	Cc1nn(Cc2ccc([N+](=O)[O-])cc2)c(=O)n1-c1ccc(Cl)cc1	4	4	-3	-0.1	12
43	Cc1cccc(N(Cc2ccccc2)C(=O)c2ccc(CS(C)(=O)=O)cc2)c1	6	2	8	-1.7	9
44	Cn1nc(C(=O)Nc2ccc(S(=O)(=O)N3CCCCC3)cc2)ccc1=O	-6	-1	5	-0.4	6
45	CCOc1ccc(NC(=O)CCc2c(C)noc2C)cc1OC	-5	3	9	-1.2	1

#	H9c2 protect	N-glyco inh	CaV13 FRET inh	ABCB6 inh 2	Exocytosis inh
31	4	2	-3	100	0
32	1	1	-9	106	-3
33	36	-1	-5	116	-4
34	-4	10	-6	96	3
35	3	0	-3	93	-11
36	-5	13	-4	99	1
37	-8	-1	-6	104	-1
38	4	-1	.	107	0
39	2	0	-2	75	0
40	1	2	-5	99	3
41	-5	-3	-2	100	0
42	0	-3	-3	100	-10
43	2	-1	-3	98	3
44	-8	0	-3	93	-1
45	-4	2	-6	83	3

Going on with the list.
#	canonical_smiles	ABHD5 PLIN5 PPI	HTR2A ag	PDI inh	MC4R ag barr	MC4R antag cAMP
46	CCn1nc(NC(=O)c2ccncc2)c2cc3ccccc3nc21	4	-5	11	0.4	-12
47	CCc1cc(C(=O)Cc2nc3ccccc3s2)c(O)cc1OCC(=O)O	2	-1	0	1.4	4
48	O=C(COc1ccccc1)OCc1cc(-c2ccco2)on1	7	-1	-14	1.0	-1
49	CN(C(=O)c1c(Cl)nc2sccn12)C1CCCCC1	-2	3	-4	-0.5	3
50	COC(=O)c1ccc(COC(=O)c2cnc(Cl)c(Cl)c2)cc1	0	-5	-11	-1.4	22
51	Cc1ccc(SC(C)C(=O)NC2CC2)cc1 (centres undefined)	0	-6	0	-2.4	7
52	O=C(NCc1ccccc1)C(c1ccccn1)N(C(=O)c1csnn1)c1ccccc1F (centres undefined)	-4	1	0	-2.0	6
53	CCOc1cccc(-c2nn3c(-c4ccccn4)nnc3s2)c1	-2	0	-12	-1.8	-1
54	O=C(Nc1cccnc1)c1cccs1	-5	0	-4	0.0	-8
55	Cc1ccc(S(=O)(=O)N2CCN(C(=O)CN3CCN(c4ccc(O)cc4)CC3)CC2)cc1	6	-7	24	1.0	5
56	O=C(CN(C(=O)c1csnn1)c1cccc(C(F)(F)F)c1)NCCc1ccccc1	-6	-7	-6	-1.3	1

#	H9c2 protect	N-glyco inh	CaV13 FRET inh	ABCB6 inh 2	Exocytosis inh
46	17	6	0	90	3
47	5	3	-10	101	-3
48	0	2	-3	93	4
49	0	0	-8	97	-3
50	-3	-2	-2	82	-4
51	-2	0	-6	101	6
52	5	-1	-5	100	11
53	68*	1	-6	101	5
54	1	-3	-8	103	-2
55	2	1	-3	99	5
56	-3	0	-2	93	7
